Exocytosis inh = blocks lytic granule exocytosis. TALL-104 LAMP-1 surface exposure, flow cytometry; cells stimulated with thapsigargin and PMA. inhibition, % at 10 µM. hit rate 0.66% among 360,000. AID 651702;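 active = inhibition above about 55%, limit read from the data; inconclusive = no clear call, values can overlap the other calls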
CaV13 ICDI inh = Disruptors of the CACNA1D IQ motif to Ca2+-dependent inactivation inhibitor domain association, primary screening, Förster resonance energy transfer in intact living … | inhibition, % at 12.3 µM | HEK cells, CFP/YFP FRET ICDI-IQ, plate reader, 10 min; percent FRET-ratio fall versus neutral wells | hit rate 0.098% among 340,000;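 active = mean replicate inhibition of at least 30% and at least 1% of replicates passing that level; inconclusive = only one of the two criteria is met; inactive = neither criterion is met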;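 also: 0% = median of the neutral control wells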
ABCB6 inh 2 = inhibitors of human ABC transporter ABCB6 | Q9NP58 | fluorescence ratio to DMSO, % at 10 µM | AID 602162 | K562-ABCB6 porphyrin accumulation, flow cytometry, 1 h; active compounds read low | hit rate 0.19% among 360,000;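 active = fluorescence ratio to DMSO below 75%, the collection mean minus 3 SD; inconclusive = too few cells collected in the well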;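 also: signal is porphyrin accumulated inside mitochondria; 100% equals median channel fluorescence of DMSO control wells; lower ratio means ABCB6 inhibition with less porphyrin fluorescence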
Target sequence (Q9NP58 whole entry, looked up): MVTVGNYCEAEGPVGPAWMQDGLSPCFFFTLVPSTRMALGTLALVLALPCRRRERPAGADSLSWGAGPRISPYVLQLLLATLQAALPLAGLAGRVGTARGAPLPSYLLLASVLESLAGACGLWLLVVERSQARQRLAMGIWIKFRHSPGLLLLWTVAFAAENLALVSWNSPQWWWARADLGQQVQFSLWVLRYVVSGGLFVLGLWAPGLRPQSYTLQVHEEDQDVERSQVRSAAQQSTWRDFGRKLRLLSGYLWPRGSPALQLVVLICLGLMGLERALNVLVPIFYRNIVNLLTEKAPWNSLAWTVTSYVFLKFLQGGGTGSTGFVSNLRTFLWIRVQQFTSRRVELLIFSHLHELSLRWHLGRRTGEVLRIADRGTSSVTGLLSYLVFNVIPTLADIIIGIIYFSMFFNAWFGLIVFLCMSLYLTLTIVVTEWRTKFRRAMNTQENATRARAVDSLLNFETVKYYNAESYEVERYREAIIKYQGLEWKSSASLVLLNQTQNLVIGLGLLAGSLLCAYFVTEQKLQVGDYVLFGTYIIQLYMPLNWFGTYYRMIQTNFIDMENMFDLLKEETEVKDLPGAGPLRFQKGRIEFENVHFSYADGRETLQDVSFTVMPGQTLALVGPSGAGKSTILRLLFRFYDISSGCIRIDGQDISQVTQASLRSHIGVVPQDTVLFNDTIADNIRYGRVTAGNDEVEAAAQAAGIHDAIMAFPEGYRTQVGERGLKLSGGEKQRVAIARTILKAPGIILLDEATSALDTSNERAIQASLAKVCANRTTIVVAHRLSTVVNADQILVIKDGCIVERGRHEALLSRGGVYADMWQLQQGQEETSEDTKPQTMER
PDI inh = inhibitors of human protein disulfide isomerase. P07237. PDI insulin aggregation turbidity, A650, 90 min. inhibition, % at 10 µM. hit rate 0.052% among 350,000. AID 588391;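 active = mean inhibition across replicates of 30% or more, whatever share of single replicates reach that level; inconclusive = mean inhibition below 30% while every single replicate reaches 30%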;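 also: absorbance from insulin aggregation driven by PDI reduction with DTT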
m5-HT2A agonist = agonists of mouse serotonin 5-HT2A receptor (HTR2A); CHO-K1 mHTR2A beta-arrestin complementation, luminescence; percent of 30 µM serotonin response; P35363; AID 624169; activation, % at 7.6 µM; hit rate 0.66% among 360,000;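 active = activation above a run cutoff, the mean activation of all tested compounds plus 3 SD, cut at about 14% in these data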;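 also: 0% = plate median of compound wells and 100% = 30 µM serotonin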
Cardio protect = myocardial damage modulation in H9c2 cells; H9c2 cardiomyocytes, H2O2 injury protection, ATPLite, 2 h; protection from H2O2 cell death, % at 20 µM; hit rate 0.63% among 360,000; AID 588492;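 active = compounds giving at least 50% protection of heart cells from peroxide-induced death in the single-dose screen, raw or plate-pattern-corrected value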;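 also: 0% = DMSO wells with peroxide and 100% = DMSO wells without peroxide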
hiPSC survival = enhancers of human iPSC single-cell survival; hit rate 0.044% among 360,000; hiPSC single-cell survival, ATPlite luminescence; 100% = ROCK inhibitor wells, 0% = DMSO; survival enhancement, % at 20 µM; in the data active = survival enhancement above about 18%;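 also: cells exposed to compounds for 16 hours before the ATP read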
aDG glyco act = increases alpha dystroglycan glycosylation; Pro5-aDG cells, alpha-DG glycosylation AlphaScreen (IIH6); 0% Pro5, 100% B10-LARGE cell signal; activation, % at 10 µM; hit rate 0.22% among 360,000;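 active = activation of at least 8% versus controls, or a plate z-score of at least 8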;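 also: Pro5 are CHO cells carrying HIG-tagged alpha-DG that lacks glycosylation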
Vif imaging = HIV Vif inhibition; inhibition, % at 7.49 µM; HEK293T cells, Vif self-association by quenched fluorescence, imaging, 24 h; hit rate 0.35% among 340,000; in the data active = inhibition above about 50%, passing the limit was not always enough; inconclusive = no clear call, values can overlap the other calls; inactive = below about 31%; also: some results filed as inactive read as strong as hits
Glyco luc inh = N-linked glycosylation inhibition; hit rate 0.23% among 360,000; AID 588692; reporter increase, % at 12.5 µM; D54 ERlucT glycosylation luciferase reporter, 24 h; percent of 100 nM tunicamycin response;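 active = mean luciferase reporter signal, scaled so untreated is 0 and the glycosylation-blocking control 100, at or above a set limit in every replicate; inconclusive = mean reaches the limit but not every replicate does; inactive = mean below the limit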;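 also: luciferase carries N-glycosylation sites so blocking glycosylation raises the light; 0% = median of neutral control wells and 100% = median of 100 nM tunicamycin wells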
* = called active by the depositor; ? = inconclusive; . = not tested or not shown. Outcome played no part in choosing rows; 3.1% or so of the library scored in one or more.

smiles	Exocytosis inh	CaV13 ICDI inh	ABCB6 inh 2	PDI inh	m5-HT2A agonist	Cardio protect	hiPSC survival	aDG glyco act	Vif imaging	Glyco luc inh
C[N+](C)(C)c1ccc(/C=N/Nc2nc(Cl)c(C#N)c(Cl)c2Cl)cc1	-2	-2	102	-2	-6	6	-1.3	-0.1	8	-1
Cc1ccc(-n2nc3cc(C)c(NC(=S)NC(=O)/C=C/c4ccco4)cc3n2)cc1	5	-4	98	-3	1	-2	1.2	0.5	0	-13
CN1CCC(=NNC(=O)CN(c2cccc(Br)c2)S(C)(=O)=O)CC1	-2	-1	99	-7	-1	5	0.9	0.2	.	-1
Cc1ncoc1C(=O)N1CCCC(C(=O)c2ccc(-c3ccccc3)c(F)c2)C1 (stereo unspecified)	-1	-9	95	-3	-1	-12	-0.2	0.5	-9	-1
Cc1nc2nc(C)n(-c3ccccc3)c2s1	0	-2	96	-17	0	-5	0.0	0.1	0	0
O=C(Nc1cc(Cl)ccc1-n1cncn1)C1CC1	6	-5	96	8	-4	-2	-0.4	0.1	3	1
CCNc1nc(-c2ccc(OC(F)F)cc2)c(C)s1	2	-3	95	-1	-3	-11	0.0	-0.2	-3	-1
COC(=O)c1cc(OC)c(OC)cc1NC(=S)Nc1cc(Cl)ccc1OC	-2	-4	95	9	3	-4	-2.8	0.3	5	1
CCC(C(=O)OCC(=O)Nc1ccc2[nH]c(=O)[nH]c2c1)c1ccccc1 (stereo unspecified)	2	-6	99	10	-2	0	-0.2	0.0	5	1
O=C(Nc1sc2c(c1-c1nc3ccccc3[nH]1)CCCC2)C1CCCC1	4	-4	88	19	-11	0	1.1	-0.1	-1	-3
Cn1c(CC(=O)Nc2ccccc2F)nnc1SCC(=O)NC1=NCCS1	10	-3	99	-3	-2	0	-0.5	0.0	3	2
COc1ccccc1N1CCN(C(=S)Nc2cccc(C)c2)CC1	2	3	94	-5	-5	-1	-0.5	-0.2	-6	6
CN(C)C1=NCCN1CCCC1CCCCC1	-6	-10	95	-4	-4	-9	-4.4	0.4	6	0
O=C(NCC(=O)N(c1ccc(F)cc1)C(C(=O)NC1CCCC1)c1ccncc1)c1ccco1 (stereo unspecified)	?	-6	101	-6	0	-2	0.2	0.0	11	2
CCOc1ccc(C(=O)NCC(=O)N2CC=C(c3ccccc3)CC2)cc1OCC	-3	-6	96	-12	0	1	-0.3	0.0	2	-1
CN(C)c1ccc(C(=O)Nc2ccc(CN3CCS(=O)(=O)CC3)cc2)cc1	-2	-5	97	1	-3	-5	-0.6	0.0	16	-2
Cc1nnc(SCC(=O)c2ccc([N+](=O)[O-])cc2)s1	-2	-5	93	2	15*	-11	0.5	0.5	-4	1
O=C(CCN1C(=O)C2C3CCC(C3)C2C1=O)Nc1ccccc1C(F)(F)F (stereo unspecified)	1	-3	102	-1	-1	-1	0.3	-0.1	10	2
Cc1ccccc1OC1C(=O)N(CC2CCCO2)C1c1ccc2c(c1)OCO2 (stereo unspecified)	-11	-1	99	17	-1	31	2.0	-0.4	-2	0
O=C(COC(=O)Cn1cnc2ccccc21)Nc1cc(S(=O)(=O)N2CCOCC2)ccc1Cl	-2	-6	101	3	2	2	0.2	-0.1	2	0
O=C(c1cccs1)N(C(=O)c1cccs1)c1ccc(Br)cn1	-1	-3	101	3	6	6	-0.4	-0.4	-9	9
Cc1cnc(C(=O)N(CCCn2ccnc2)C2C(=O)Nc3ccccc3N=C2c2ccccc2)cn1 (stereo unspecified)	3	-4	100	.	-2	6	-1.1	-0.1	.	3
O=C1Nc2ccc([N+](=O)[O-])cc2C1(O)N1CCCCCC1 (stereo unspecified)	-4	.	91	-8	0	-1	-0.3	-0.2	-6	-2
COc1ccc(N(C)C(=O)c2ccc3snnc3c2)cc1	-3	-2	94	.	-6	8	0.9	-0.1	18	-1
COc1ccc(C(=O)N2CCC(O)(c3ccc(Cl)cc3)CC2)cc1OC	-7	-5	95	8	-5	1	0.4	0.0	-2	-1
Cc1cc(C)cc(NC(=O)c2cccc(N3C(=O)C4C5C=CC(C5)C4C3=O)c2)c1 (stereo unspecified)	5	-6	96	-5	-8	-1	0.2	0.0	-18	2
O=C(CC(=O)c1cc(Cl)ccc1O)c1ccccc1	0	-8	101	1	2	14	-2.4	-0.3	14	0
CC1CN(CCCCSc2ccc(Cl)cc2)CC(C)O1 (stereo unspecified)	13	-5	101	-1	-15	-4	-0.8	0.3	-2	-1
O=C(COC(=O)c1cc([N+](=O)[O-])ccc1NCCO)NCc1cccs1	-2	5	101	-39	1	3	-0.4	-0.3	1	2
O=C(NCCN1CCN(c2ccccc2F)CC1)C1CCCN(S(=O)(=O)c2cnc[nH]2)C1 (stereo unspecified)	13	12	101	11	19*	4	0.7	-0.1	13	-1
Nc1nnc(SCC(=O)NC2CCCCC2)s1	3	.	100	6	-1	-8	-1.8	0.1	-1	2
Cc1nc(NC(C)C)c2cnn(CCc3ccccc3)c2n1	-5	-5	107	5	-1	3	-1.1	0.3	-13	-5
Cc1nn(-c2ccccc2)c(Cl)c1C(=O)Nc1ccc(N2CCOCC2)cc1	0	-12	100	4	-3	1	-1.1	0.1	-2	1
Cc1cc(/C=C(\C#N)C(=O)OCC#N)c(C)n1CC(C)C	-3	-1	101	0	3	-11	1.3	0.1	1	4
CC(=O)Nc1ccc(S(=O)(=O)Nc2cccc(NC(=O)C(C)(C)C)c2)cc1	-1	-8	89	-7	-1	1	0.7	0.0	-1	0
CNC(=O)NC(=O)COC(=O)c1cccc(S(=O)(=O)N2CC3(C)CC2CC(C)(C)C3)c1 (stereo unspecified)	45	-6	96	8	6	-3	-0.4	-0.2	1	-2
Cc1cc(/C=N/NC(=O)Cn2c3ccccc3c(=O)c3ccccc32)c(C)n1-c1ccccc1	16	-4	105	-19	-1	-11	2.0	0.3	4	0
CCCNC(=O)c1cc(C2CCCCN2C(=O)OCCF)on1 (stereo unspecified)	-7	-5	101	-16	0	-6	3.2	0.0	-9	2
CCOC(=O)C1=CCN(S(=O)(=O)c2ccccc2Br)C1c1ccccc1 (stereo unspecified)	5	-6	93	.	-2	6	-1.0	0.0	.	-1
CCC(=O)Nc1sc(Cc2ccc3c(c2)OCO3)c(C)c1C(N)=O	-2	-3	101	-4	-1	-5	-0.5	0.0	5	0
CN1CCN(C(=O)CN(C2CCCCC2)S(=O)(=O)c2ccc(Br)cc2)CC1	2	-8	103	4	-3	-5	-0.5	0.0	-1	-2
CCOC(=O)c1oc2ccc(Br)cc2c1COC(=O)C1=COCCO1	2	-5	100	2	7	3	-0.4	-0.1	1	1
CCCCCCNc1c(C(=O)OCC)c(=O)[nH]c2ccccc12	1	-6	111	0	-1	-2	1.8	0.5	.	-1
Cc1ccc(C)c(NC(=O)C2CC(=O)N(C(C)C)C2)c1 (stereo unspecified)	1	-3	94	-16	4	1	-0.6	-0.1	9	3
O=S(=O)(Nc1cccc2ccccc12)c1cccc2nonc12	-5	-15	97	9	-4	-2	-0.3	-0.1	2	3
Cc1ccc2c(c1)N(CC(=O)NC1CCCC1)C(=O)c1cccnc1O2	-1	-9	105	.	-4	1	0.4	-0.1	5	-1
Cc1[nH]nc(N)c1-c1ccc(Cl)cc1	-2	8	104	-3	-2	4	-0.1	0.0	3	1
N#C/C(=C\c1ccc(Cl)c([N+](=O)[O-])c1)c1ccccn1	-2	-3	110	-3	1	20	19	-0.1	2	3
CCN(c1ccccc1)S(=O)(=O)c1ccc2ccccc2c1	50	-20	98	3	-3	-5	-0.4	0.0	7	-3
Cc1ccc(C)c(NC(=O)NCc2ccccn2)c1	2	-6	98	5	4	6	-0.3	0.2	.	.
CCOc1cc(N2CCOCC2)c(OCC)cc1NC(=O)COC(=O)c1cccc2ccccc12	-3	10	101	1	-2	-9	2.4	0.0	12	1
COc1ccc(/C=C(/NC(=O)c2ccccc2OC)C(=O)Nc2ccc(C(=O)O)cc2)cc1	-11	-5	94	-1	1	6	-0.5	-0.3	2	-1
COCC(=O)Nc1ccc(N2CCN(c3ccccc3)CC2)c(F)c1	0	-4	94	2	-5	-3	-0.6	0.1	.	0
COC(=O)C(=NNc1c(C)n(C)n(-c2ccccc2)c1=O)C(=O)OC	1	-5	105	-5	-6	7	1.5	0.0	4	-4
Cc1nnc(SCC(=O)NC(=O)NCc2ccco2)s1	-3	5	95	0	3	8	-1.0	6.7	-4	2
CCn1ncc(CNC(=O)C2(C)CC2(Br)Br)c1C (stereo unspecified)	-3	-3	96	5	-1	6	-3.2	0.0	.	3
Cc1cccc(NC(=O)CSc2nncn2-c2ccccn2)c1	7	-2	77	-6	-1	2	4.7	0.0	-10	4
O=C(CN1CCN(C(=O)CN2C(=O)NC3(CCCC3)C2=O)CC1)Nc1cccc(F)c1	12	-3	106	0	3	-1	-0.6	-0.2	24	0

Fetched one by one from the entries so far (3):
smiles	Exocytosis inh	CaV13 ICDI inh	ABCB6 inh 2	PDI inh	m5-HT2A agonist	Cardio protect	hiPSC survival	aDG glyco act	Vif imaging	Glyco luc inh
O=C(CN1CCN(C(=O)CN2C(=O)NC3(CCCC3)C2=O)CC1)Nc1cccc(F)c1	12	-3	106	0	3	-1	-0.6	-0.2	24	0
Cc1ccc2c(c1)N(CC(=O)NC1CCCC1)C(=O)c1cccnc1O2	-1	-9	105	.	-4	1	0.4	-0.1	5	-1
CCOc1cc(N2CCOCC2)c(OCC)cc1NC(=O)COC(=O)c1cccc2ccccc12	-3	10	101	1	-2	-9	2.4	0.0	12	1

Bioassay records (PubChem)
